TEAD-YAP inh = TEAD-YAP interaction inhibition; HEK-TIYL cells, TEAD-Gal4/YAP UAS-luciferase luminescence; inhibition, % at 9.12 µM; hit rate 1.4% among 640,000; AID 1259422; in the data active = inhibition above about 32%;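 also: 0% = median of test compound wells and 100% = reference inhibitor wells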
MITF inh = blocks human microphthalmia-associated transcription factor; hit rate 0.91% among 650,000; inhibition, % at 2.6 µM; AlphaScreen MITF homodimerization, bead proximity signal; in the data active = inhibition above about 50%;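 also: 0% = vehicle wells with protein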
Target sequence (O75030 whole entry, looked up): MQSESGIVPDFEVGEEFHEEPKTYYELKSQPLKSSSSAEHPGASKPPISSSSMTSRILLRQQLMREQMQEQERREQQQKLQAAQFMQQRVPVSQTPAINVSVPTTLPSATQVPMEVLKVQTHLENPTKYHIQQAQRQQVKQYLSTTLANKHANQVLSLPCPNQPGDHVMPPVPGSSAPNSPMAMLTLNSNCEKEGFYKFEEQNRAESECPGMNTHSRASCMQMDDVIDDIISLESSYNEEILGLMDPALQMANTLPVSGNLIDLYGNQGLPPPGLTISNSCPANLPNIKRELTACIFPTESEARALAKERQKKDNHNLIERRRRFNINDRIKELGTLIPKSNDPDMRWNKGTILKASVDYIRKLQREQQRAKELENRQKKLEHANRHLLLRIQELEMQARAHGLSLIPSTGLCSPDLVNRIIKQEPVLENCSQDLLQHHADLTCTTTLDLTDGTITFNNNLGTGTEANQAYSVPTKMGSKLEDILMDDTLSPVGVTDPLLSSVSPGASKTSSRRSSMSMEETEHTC
GPR151 ag = activators of human GPR151; PathHunter beta-arrestin GPR151 cells, luminescence; hit rate 1% among 650,000; activation, % at 11.2 µM; in the data active = activation above about 4.9%;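 also: 0% = median of compound wells and 100% = cells with positive control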
Target sequence (Q8TDV0 whole entry, looked up): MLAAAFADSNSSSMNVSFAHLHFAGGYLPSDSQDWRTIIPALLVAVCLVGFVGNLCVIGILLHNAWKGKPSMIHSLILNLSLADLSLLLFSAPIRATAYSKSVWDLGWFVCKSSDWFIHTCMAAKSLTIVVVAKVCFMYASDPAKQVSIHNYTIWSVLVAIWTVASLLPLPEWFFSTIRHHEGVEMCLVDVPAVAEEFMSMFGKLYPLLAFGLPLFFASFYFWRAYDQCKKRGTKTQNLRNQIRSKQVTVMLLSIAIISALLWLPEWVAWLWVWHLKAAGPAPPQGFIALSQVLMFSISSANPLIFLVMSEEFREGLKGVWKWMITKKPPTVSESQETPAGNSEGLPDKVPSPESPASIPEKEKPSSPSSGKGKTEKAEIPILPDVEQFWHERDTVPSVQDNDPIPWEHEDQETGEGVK
FBW7 activator = activators of human E3 ligase FBW7; hit rate 0.13% among 650,000; Q969H0; AlphaScreen FBW7–phospho-cyclin E peptide binding, activator screen; normalized activity (activation), % at 26.1 µM; in the data active = normalized activity above about 1.9%;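 also: purified mutant Fbw7 with reduced substrate affinity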
The depositor's hits bear a star; & = joins results of further samples.

mol	MITF inh	GPR151 ag	FBW7 activator	TEAD-YAP inh
C#CCOc1ccc(C2C(C(=O)OC)=C(C)NC3=C2C(=O)c2ccccc23)cc1Cl (centres undefined)	11	-0.7	-0.1	-7
CCN(C(=O)COC(=O)c1ccc(N)c([N+](=O)[O-])c1)c1cccc2ccccc12	6	3.3	-0.1	-5
CCN(CC)C(=O)C1CCCN(c2nc(NCc3ccccc3)c3[nH]cnc3n2)C1 (centres undefined)	12	0.3	0.1	4
COC(=O)C1=C(C)N(CC2CCCO2)C(=O)C1 (centres undefined)	-21	-0.6	-0.1	5
COC(=O)C1=C(NC(=O)c2cc([N+](=O)[O-])ccc2Cl)CCS1	-1	0.1	0.1	-8
Cc1ncsc1CN(Cc1ccccc1)C(=O)CSc1ccc2nnc(C)n2n1	11	-1.3	-0.1	-11
CCOc1ccc(-n2c(/C=C/c3cccc([N+](=O)[O-])c3)nc3cc(OC)c(OC)cc3c2=O)cc1	4	1.1	0.2	-3
O=C(c1nc2ccccn2c1CN1CCCC(CN2CCOCC2)C1)N1CCOCC1 (centres undefined)	0	1.7	0.0	0
COc1ccc(OS(=O)(=O)c2ccc(S(=O)(=O)N3CCCC(C)C3)cc2)cc1 (centres undefined)	-6	-0.4	0.0	8
COC(=O)c1cc(Nc2ncnc3c2cnn3-c2ccc(Cl)cc2)cc(C(=O)OC)c1	14	3.5	0.2	15
CC1CCN(Cc2c(C(=O)N/N=C/c3cccc(O)c3)nnn2-c2nonc2N)CC1	20	-0.2	0.1	8
Cc1ccc(C)c(NC(=O)CCS(=O)(=O)c2cc3c(cc2Cl)NC(=O)CO3)c1	27	-0.7	1.1	-7
CCCc1cc(C(=O)Cc2csc(C)n2)c(O)cc1O	12	1.4	0.1	2
CCCc1[nH][nH]c(=O)c1C(c1ccc(Cl)cc1)C(C#N)C#N (centres undefined)	22	1.3	1.5	5
Cc1ccc(C(=O)NC(Nc2ccccn2)C(Cl)(Cl)Cl)cc1 (centres undefined)	1	2.9	0.4	-3
O=c1[nH]c2nc(-c3ccco3)cnc2n1Cc1ccccn1	9	-1.3	-0.5	-3
Cc1cc(N)nc(N2CCC(N3CCOCC3)CC2)n1	14	0.5	0.1	6
COCCCNC(=O)/C(C#N)=C/c1c(Oc2ccccc2OC)nc2c(C)cccn2c1=O	5	-0.6	0.4	22
CC(C)(C)C(=O)Oc1ccc(/C=C/c2ccccn2)cc1	10	-8.6	0.4	0
COc1ccccc1N/C(=N\c1nc(C)cc(C)n1)NC(=O)Nc1ccc(Cl)c(Cl)c1	15	0.7	0.4	5
COc1cnn(-c2cccc(C(F)(F)F)c2)c(=O)c1OC	10	-0.7	0.2	4
CCCNc1nc(NC2CCN(Cc3ccccc3)CC2)ncc1C	6	-0.1	0.3	10
C=CCSc1nc2c(c(=O)[nH]c(=O)n2C)n1Cc1cccc(Br)c1	-5	0.7	0.1	-14
CCN(CC)S(=O)(=O)c1ccc(NS(=O)(=O)c2ccc3ccccc3c2)cc1	3	2.0	0.0	5
Cc1c(Cl)cccc1-n1c(C)cn2c3c(=O)n(CC(N)=O)c(=O)n(C)c3nc12	-12	1.6	0.0	-6
O=C(CCC(=O)Nc1ccccc1Cl)NNC(=O)Nc1ccc(F)cc1F	6	0.9	0.1	1
O=C(CSc1nc2scc(-c3ccccc3)c2c(=O)[nH]1)N1CCOCC1	2	-0.9	0.2	-7
Cc1nc(N2CCN(C)CC2)c2c(C)c(C(=O)NCCCN3CCOCC3)sc2n1	-1	1.2	0.0	-7
O=c1oc2cc(OCc3ccccc3F)ccc2c2c1CCCC2	24	-1.4	0.0	-15
CCOC(=O)CSc1nc2c(sc(=S)n2-c2ccc(CC)cc2)c(=O)[nH]1	3	1.1	0.1	8
CC(C)C(=O)Nc1ccc(C(=O)NCCNC(=O)Cc2ccc(F)cc2)cc1	14	-1.4	0.1	5
COc1ccc(S(=O)(=O)NCC2CCCN(C(=O)CNC(C)=O)C2)cc1 (centres undefined)	-19	-0.6	0.1	-5
CCCCn1c(COc2ccc(OC)cc2)nnc1SCC(N)=O	7	-1.0	0.2	6
Cc1cccc2cc(CN(Cc3cccs3)C(=O)C3CC3)c3nnnn3c12	9	-0.6	1.1	-3
CCN(CC)CCOC(=O)c1ccc(NC(=O)c2c(O)c3ccccc3[nH]c2=O)cc1	-16	-0.2	-0.3	6
COC(=O)c1cc(S(=O)(=O)Nc2cc(OC)ccc2OC)cn1C	14	-0.6	-0.2	14
O=C(NCCc1ccccc1)c1ccc2c(c1)NC(=O)c1ccccc1S2	-1	0.5	0.0	53*
O=C(c1cc(Sc2ccccc2Cl)nc2ccccc12)N1CCC2(CC1)OCCO2	1	-0.4	-0.1	-7
CCc1ccccc1NC(=O)CSc1nc2nc(C)c(Cc3ccccc3F)c(C)n2n1	-11	0.4	0.0	-4
O=C(NCCC1CCCCN1S(=O)(=O)c1ccc(F)cc1)Nc1ccccc1 (centres undefined)	-10	0.6	-0.1	3
Cc1ccc(OCC(=O)NCc2ccc(F)cc2)cc1C	9	0.1	0.0	-4
O=C(NC1CCCC1)c1ccc(CS(=O)c2ccc(Br)cc2)o1 (centres undefined)	3	-1.2	0.0	1
COc1cccc(NC(=O)c2ccc3c(c2O)C(=O)c2ccccc2C3=O)c1	5	0.0	-0.1	2
N#CC1=C(N)N(c2sc3c(c2C#N)CCCCC3)C2=C(C(=O)CCC2)C1c1ccsc1 (centres undefined)	4	3.5	0.1	-5
Cc1ccc(C(C)C)c(OC(=O)c2cc(-c3ccc(Br)cc3)nc3c(C)cccc23)c1	-2	1.1	0.1	2
COc1cc(-c2nc(Nc3ccc(C)c(F)c3)c3ccccc3n2)cc(OC)c1OC	10	-0.4	0.1	-9
COc1ccccc1N1C(=O)c2ccccc2NC1c1ccc(O)cc1 (centres undefined)	-7	0.8	0.2	4
Cc1c(Cc2ccccc2)c(Nc2ccc(Cl)cc2)n2c(nc3ccccc32)c1C#N	2	1.2	0.9	-2
CCOc1ccc(/C=N/NC(=O)C(C)Nc2cccc3ccccc23)cc1O (centres undefined)	18	2.3	0.0	8
Cc1cc(NC(=O)COc2ccc(C(C)C)cc2)no1	9	-0.1	-0.1	-47
COc1cccc(OC)c1C(=O)Nc1ccc(S(=O)(=O)c2ccc(NC(=O)c3c(OC)cccc3OC)cc2)cc1	-7	-0.7	-0.2	9
COC(=O)c1c(NC(=O)/C(C#N)=C/c2ccc([N+](=O)[O-])cc2)sc2c1CCCC2	-3	3.1	0.0	19
COc1cc(-c2n[nH]c(=S)n2-c2ccccc2)cc(OC)c1OC	2&-7	1.3&0.3	0.0&0.1	5&-1
Cc1ccc(NC(=O)CSc2cn(CCNC(=O)c3cccc(C(F)(F)F)c3)c3ccccc23)c(C)c1	11	0.5	0.2	22
Cc1c(Cl)cccc1N(CC(=O)N1CCCCCC1)S(C)(=O)=O	-2	2.0	0.1	-2
N#Cc1nn(-c2ccccc2)c(N)c1C#N	-3	1.3	-0.1	-17

(list continues)
mol	MITF inh	GPR151 ag	FBW7 activator	TEAD-YAP inh
Cc1ccc(S(=O)(=O)N2CCCOC2CNC(=O)C(=O)NC2CCCCCC2)cc1 (centres undefined)	3	-0.1	0.3	10
Nc1ccc(-c2cnc3ccc(NCC4CC4)nn23)cc1	-11	1.2	0.1	3
COc1cccc(/C=C2\SC(=S)N(Cc3ccco3)C2=O)c1OC	7	-0.1	0.0	-4
Cc1ccsc1C1N(Cc2ccccc2)CCN1Cc1ccccc1	9	0.9	0.1	9
CCOC(=O)C(C)C1(O)c2ccccc2-c2ncccc21 (centres undefined)	-1	-0.8	0.7	-7
Cc1ccc(-n2c(SCC(=O)NCc3ccccc3)nc3c(sc(=S)n3-c3ccc(C)c(C)c3)c2=O)cc1	2	0.8	-0.2	-5
C/C(CC(=O)NCc1ccco1)=N\NC(=O)c1ccc(Cl)cc1	-7	0.8	-0.2	-12
COc1cc(OC)nc(Oc2ccccc2/C=N/Nc2ccc(Cl)nn2)n1	15	-0.3	0.5	-15
Cc1cccc(C(=O)Nc2cc3nn(-c4ccc(Cl)cc4)nc3cc2C)c1	-14	-0.9	-0.1	5
CC(CC(F)(F)F)N1CCC(n2nccc2NC(=O)CCCc2ccccc2)CC1 (centres undefined)	-9	-0.7	0.1	-10
CC(=O)N[C@@H]1c2ccccc2C2(CCN(C(=O)CC(C)(C)C)CC2)[C@H]1OCc1ccncc1	5	0.0	0.0	7
CC(C)Cc1nnc2sc(NC(=O)COc3ccccc3F)nn12	2	2.3	0.2	-13
COc1ccccc1OCC(=O)Nc1ccc(-c2nnc(C)o2)cc1	11	1.4	0.0	-10
C/C(CC(=O)Nc1ccc2c(c1)OCCO2)=N\NC(=O)CC#N	-8	1.0	-0.1	4
COc1ccc(OCC(=O)OCCN(C)C)cc1	0	-0.5	0.0	7
Cc1c(NC(=O)c2cccc(Cl)c2)cccc1-c1nc2ncccc2o1	6	-0.3	0.3	-5
CCOc1cc(C(=O)Nc2sc(C)c(CC)c2C(N)=O)cc(OCC)c1OCC	7	-1.0	0.2	-2
COc1ccccc1NC(=O)CCC(=O)N1N=C(c2ccc(Br)cc2)CC1c1ccccc1 (centres undefined)	11	0.6	0.2	-6
O=C(CCn1c(=S)[nH]c2cc3c(cc2c1=O)OCO3)NCCC1=CCCCC1	-6	1.3	0.1	-5
CCOC(=O)c1c(NC(=O)Cn2c(=O)oc3ccccc32)oc(C)c1C(C)=O	11	0.0	0.1	-2
CCCCCSc1nnc2[nH]c(=O)cc(N)n12	-9	-0.5	0.1	1
O=S(=O)(c1ccc(F)c2ccccc12)N1CCCCC1	0	0.3	-0.2	-7
Oc1c(Br)cc(Br)cc1/C=N/c1ncn[nH]1	-2	-0.7	-0.1	13
COc1ccccc1C(=O)OC(C)CN1CCN(C)CC1 (centres undefined)	2	-0.1	0.0	-8
O=C(Nc1nc(-c2ccc(-c3ccccc3)cc2)cs1)c1cc2ccccc2oc1=O	10	-0.8	-0.1	-52
Cc1ccc2nc(CCC(=O)O)[nH]c2c1	12	-0.4	0.0	-3
CC(C)(C)c1ccc(OCc2nnc(SCC(=O)NCc3ccccc3)n2-c2ccccc2)cc1	12	-0.7	0.1	0
O=C1N[C@@H](Cc2ccccc2)C(=O)N2CCN(Cc3cnn(-c4ccccc4)c3)C[C@H]12	-15	-1.7	-0.4	-6
CCCNc1ccc2ncc(-c3ccoc3)n2n1	-16	1.8	-0.2	18
O=C(CNC(=O)c1ccc(Cl)cc1Cl)OCC(=O)c1ccc2c(c1)OCCO2	14	-0.1	0.6	12
Nc1ccc(CSc2ccccc2)cc1	-1	-0.8	-0.1	-30
COCCNC(=O)Cn1c(=O)oc2cc(S(=O)(=O)N3CCCC3)ccc21	16	-0.6	0.1	-7
CCOC(=O)c1[nH]c(C)c(C(=O)OC2CCOC2=O)c1C (centres undefined)	6	-0.6	0.5	-2
Cc1onc(-c2ccccc2)c1C(=O)NCC1Cc2cc(F)cc(-c3cccnc3)c2O1 (centres undefined)	-6	1.0	0.4	6
Cc1ccc(Cl)cc1NC(=O)CSc1nc2ccc(NC(=O)Cc3cccc4ccccc34)cc2s1	9	-0.4	0.1	1
Cc1ccc(C(=O)NC(=S)Nc2ccc(N3CCCCC3)cc2)cc1	5	-0.9	0.1	-9
O=C(Nc1nnc(-c2ccc(Cl)cc2Cl)s1)c1ccc(F)cc1	7	0.6	-0.1	6
CCOc1ccc(C2=NC(c3ccc(Cl)cc3Cl)NC(c3cc(Cl)ccc3O)C2)cc1 (centres undefined)	10	0.3	-0.1	3
CC(NC(=O)C1CCCC1)c1ccc2c(c1)OCCO2 (centres undefined)	2	-1.2	0.8	6
OC(Cn1cncn1)(Cn1cncn1)c1ccc(F)cc1F	12&15&8	-0.2&0.3&-1.4	0.0&0.4&0.1	-10
COC(=O)c1cc(C(=O)Nc2nc3ccc(S(C)(=O)=O)cc3s2)cc([N+](=O)[O-])c1	15	1.6	-0.1	6
O=C(O)C1CCN(S(=O)(=O)c2cc(F)ccc2F)CC1	14	-1.4	0.0	0
CCCc1cc(N2CCCC(C(=O)NCc3ccccc3OC)C2)n2ncnc2n1 (centres undefined)	9	1.9	-0.1	5
O=C(Nc1ccccc1C(=O)N/N=C/c1ccncc1)c1ccc([N+](=O)[O-])cc1	-1	0.2	-0.1	41*
O=C(c1ccc(-n2nnc3ccccc3c2=O)cc1)N1CCN(c2ccccc2)CC1	16	-0.4	0.0	3
COC(=O)c1sc2ccccc2c1NC(=O)c1ccc(OC(C)C)cc1	-5	-0.7	0.0	-5

Among those listed so far, 6 contain a nitro group on carbon.
mol	MITF inh	GPR151 ag	FBW7 activator	TEAD-YAP inh
CCN(C(=O)COC(=O)c1ccc(N)c([N+](=O)[O-])c1)c1cccc2ccccc12	6	3.3	-0.1	-5
COC(=O)C1=C(NC(=O)c2cc([N+](=O)[O-])ccc2Cl)CCS1	-1	0.1	0.1	-8
CCOc1ccc(-n2c(/C=C/c3cccc([N+](=O)[O-])c3)nc3cc(OC)c(OC)cc3c2=O)cc1	4	1.1	0.2	-3
COC(=O)c1c(NC(=O)/C(C#N)=C/c2ccc([N+](=O)[O-])cc2)sc2c1CCCC2	-3	3.1	0.0	19
COC(=O)c1cc(C(=O)Nc2nc3ccc(S(C)(=O)=O)cc3s2)cc([N+](=O)[O-])c1	15	1.6	-0.1	6
O=C(Nc1ccccc1C(=O)N/N=C/c1ccncc1)c1ccc([N+](=O)[O-])cc1	-1	0.2	-0.1	41*
